PTHR1 ag – PTHR1 (human) receptor agonism | AID 743266 | Potency, µM (titrated, usually from 115 µM), for inactives: top-dose activation, most hits filed as activators | 410,000 tested, 0.075% active | HEK293 GP2 PTHR1 cells, GloSensor cAMP luminescence, 1 h | Q03431; note: potency is the fitted concentration of half-maximal effect; nearly all actives have a fitted effect of over 55% in size; some results filed as inactive show a strong effect at the top dose; inactives centre near -15; many of its hits are not listed in these tables
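HEK-293-derived GP2 cells expressing PTHR1 and a GloSensor cAMP reporter, 3,000/well, plated overnight, given luciferin plus IBMX (each 0.5 mM as added) for 1 h at 37 °C, then compound for 1 h at 37 °C. Luminescence was read after 15 min at room temperature.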
GLP-1R agonist – agonists of human GLP-1 receptor. P43220. HEK293 GLP-1R CRE-luciferase, luminescence, 4-6 h; cells express a hypersensitive GLP-1R form. Potency, µM (top dose mostly 45.6 µM), inactives show at the top dose activation, actives largely listed as activators. 380,000 tested, 0.007% active. AID 624172; note: potency is the fitted concentration of half-maximal effect; % of control where 0% means no effect
Target sequence (P43220 whole entry, looked up): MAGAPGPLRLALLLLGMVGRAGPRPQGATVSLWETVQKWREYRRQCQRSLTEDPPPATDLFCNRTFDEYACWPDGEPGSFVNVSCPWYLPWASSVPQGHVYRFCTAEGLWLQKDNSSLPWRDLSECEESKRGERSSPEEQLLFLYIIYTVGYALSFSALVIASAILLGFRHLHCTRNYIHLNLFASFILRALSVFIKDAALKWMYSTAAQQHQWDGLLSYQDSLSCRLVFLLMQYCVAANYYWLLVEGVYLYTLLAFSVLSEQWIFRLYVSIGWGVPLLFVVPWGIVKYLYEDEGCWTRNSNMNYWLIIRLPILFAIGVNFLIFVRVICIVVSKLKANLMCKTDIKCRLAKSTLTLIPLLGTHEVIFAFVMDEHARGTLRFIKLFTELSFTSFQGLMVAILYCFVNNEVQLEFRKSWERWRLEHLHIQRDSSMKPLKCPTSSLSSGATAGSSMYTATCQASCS
KB-V1 MDR tox – kills drug-selected multidrug resistant KB-V1 cells | KB-V1 MDR cells viability, CellTiter-Glo, 72 h | Potency, µM (titrated, usually from 46.1 µM), for inactives: at the top dose activity change, negative = cytotoxicity, actives largely listed as cytotoxic | 400,000 tested, 3.4% active; note: potency is the fitted concentration of half-maximal effect; % is set by controls: 0 for no effect and ±100 for the full control effect; nearly all actives have a fitted effect of over 60% in size
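Potencies derive from concentration-effect curves fitted to normalized luminescence (CellTiter-Glo) of KB-V1 cells treated for 72 h at 37 degrees C in phenol-red-free DMEM containing 10% FBS.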
TDP43 rescue – rescues yeast growth from TDP-43 toxicity | TDP-43 expressing yeast growth rescue, BacTiter-Glo, 24 h | 410,000 tested, 1.8% active | Potency, µM (top dose mostly 46.1 µM), inactives show at the top dose growth rescue (activation), actives largely listed as activators; note: potency is the fitted concentration of half-maximal effect; % of control where 0% means no effect; nearly all actives have a fitted effect of over 50% in size
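Cell-based yeast growth screen: TDP-43 expression induced in galactose, inoculum OD600=0.02 after raffinose pregrowth to mid-log. Read-out BacTiter-Glo luminescence at 24 hr, 30 deg C; inhibition of toxicity seen as signal increase.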
aSyn yeast inh – inhibitors of alpha-synuclein toxicity in yeast; Yeast expressing alpha-synuclein, growth rescue, BacTiter-Glo, 24 h; Potency, µM (series often up to 46.1 µM), for the others: at the highest dose growth rescue (activation), hits mostly activators; 370,000 tested, 0.14% active; AID 652106; note: potency is the fitted concentration of half-maximal effect; % of control where 0% means no effect; nearly all actives have a fitted effect of over 65% in size
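Readout is rescue of growth in alpha-synuclein-expressing yeast, so inhibitors of toxicity appear as activators. Growth after 24 hr at 30 deg C in galactose medium is quantified by luminescence.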
D3 antag – blocks the human D3 dopamine receptor; P35462; D3R cells, DiscoveRx beta-arrestin luminescence, antagonist mode; active compounds read low; max response, negative = inhibition, %; 360,000 tested, 2.5% active; AID 652054; in the data active = max response below about -50%; inconclusive = no clear call, values can overlap the other calls; note: % is set by controls: 0 for no effect and ±100 for the full control effect; mostly tested at two doses, the higher about 12 µM
Target sequence (P35462 whole entry, looked up): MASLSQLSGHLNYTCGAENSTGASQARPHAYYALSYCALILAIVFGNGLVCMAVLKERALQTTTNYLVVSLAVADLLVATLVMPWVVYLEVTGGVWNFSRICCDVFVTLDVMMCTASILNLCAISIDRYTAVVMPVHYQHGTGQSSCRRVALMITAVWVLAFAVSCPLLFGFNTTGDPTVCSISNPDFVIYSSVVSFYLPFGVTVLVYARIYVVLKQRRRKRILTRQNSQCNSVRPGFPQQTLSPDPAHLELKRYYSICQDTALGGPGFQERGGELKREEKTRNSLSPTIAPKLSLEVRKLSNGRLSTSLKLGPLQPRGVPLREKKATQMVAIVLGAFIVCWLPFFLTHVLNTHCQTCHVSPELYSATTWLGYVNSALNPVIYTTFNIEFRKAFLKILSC
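Cells expressing the human receptor were seeded at 1500 cells/well, incubated overnight at 37 degrees C in 5% CO2, then exposed to library compounds with dopamine controls for 90 minutes at 37 degrees C before luminescent detection.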
D3 ag – D3 dopamine receptor (human) agonism | P35462 | D3R DiscoveRx beta-arrestin cells, luminescence, 90 min | max activation, % | 410,000 tested, 0.58% active | AID 652048; in the data active = max activation above about 30%; note: 0% is about no effect; mostly tested at two doses, the higher about 12 µM
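Agonist mode: compounds and dopamine controls were applied to plated cells for 90 min at 37 degrees C after an overnight attachment at 1500 cells/well. Luminescent read-out followed 30 - 60 minutes at room temperature with DiscoveRx detection reagent.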
GLP1R cytotox – cytotoxicity in counter-screen for GLP-1R inverse agonists. Potency, µM (series often up to 38.3 µM), without a hit: at the top dose activity change, negative = inhibition, actives largely listed as inhibitors. HEK293 cAMP-luciferase reporter cells, luminescence, 24 h. 410,000 tested, 0.13% active;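 note: loss of luciferase light is scored as toxicity; potency is the fitted concentration of half-maximal effect; % is set by controls: 0 for no effect and ±100 for the full control effect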
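MLSMR compounds, 24 hr on cells at 37 deg C/5% CO2; luminescence after luciferase reagent (12 min RT). Inhibition counted as the undesired cytotoxic outcome.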
GLP1R inv ag – acts as inverse agonist at human GLP-1 receptor | P43220 | HEK293 GLP-1R CRE-luciferase, luminescence, 24 h; GLP-1R form is constitutively active | Potency, µM (titrated, usually from 38.3 µM), for inactives: at the highest dose activity change, negative = inhibition, actives largely listed as inhibitors | 410,000 tested, 1.6% active | AID 624417; note: potency is the fitted concentration of half-maximal effect; % is set by controls: 0 for no effect and ±100 for the full control effect; nearly all actives have a fitted effect of over 55% in size
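qHTS in 1536-well format: reporter HEK293 cells expressing constitutive GLP-1R activity in DMEM + 10% Nu serum, 24 hr with compounds at 37 deg C, luminescence read after 12 min with detection reagent.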
* marks the source's active call; other numbers are inactive results; i = inactive; ? = inconclusive; . = no result given; & = joins results of further samples; [ ] = remark or other dose. Unless noted, calls come from the whole dose curve; as a rule, active = well fitted curve in the direction sought with a large enough effect; inconclusive = small, poorly fitted or top-dose-only effect, or another doubt; inactive = no such curve, though single readings can be large; an effect the other way counts as inactive or inconclusive. Only part of the results is shown; count on the stated rates, not on these rows.

SMILES | PTHR1 ag | GLP-1R agonist | KB-V1 MDR tox | TDP43 rescue | aSyn yeast inh | D3 antag | D3 ag | GLP1R cytotox | GLP1R inv ag
O=C(CCCn1c(=S)[nH]c2ccsc2c1=O)NCc1ccco1 | i | -8% | -27% | -8% | 2% | 0 | -7 | 3% | -5%
CCOC(=O)Cn1nnnc1CN(Cc1cccs1)Cc1cc2cc(C)ccc2[nH]c1=O | -5%[57.5 µM] | 12% | -22% | -18% | -1% | -4 | -17 | 7% | 7%
O=[N+]([O-])c1ccc(N=Cc2c(O)ccc3ccccc23)cc1 | -3% | -3% | ? | 2% | 2% | -15 | 2 | -31% | -7%
CC(C)N1CCN(Cc2ccc(Oc3ncccn3)cc2)CC1CCO (stereo unspecified) | 1% | -1% | -8% | -4% | 0% | -19 | -14 | 18% | 6%
CCc1ccc(OCc2nnc(SCC(=O)NCc3ccco3)o2)cc1 | i | -6% | -14% | 1% | 0% | 4 | -6 | -5% | -14%
COc1ccc(C2C(C(=O)c3sc(C)nc3C)=C(O)C(=O)N2CCCn2ccnc2)cc1 (stereo unspecified) | -28% | -1% | -1% | -6% | -2% | -5 | 7 | 6% | 14%
O=C1C[C@@H]2c3c(cccc3CN1Cc1ccc(Cl)cc1)C[C@@H](O)[C@H]2O | i | 9% | 0%&-10% | 16% | -1% | -6 | 3 | -1% | -2%
COC(=O)c1c(C)[nH]c(C(=O)OC(C)C(=O)N(C)C2CCCCC2)c1C (stereo unspecified) | -47%[inhibitor] | 0% | -1% | ? | 8% | 20 | -5 | -1% | -26%
O=C(Cc1ccccc1[N+](=O)[O-])NNC(=O)c1ccncc1 | -1% | -5% | -16% | -14% | -5% | -18 | -1 | 5% | 2%
N#Cc1ccc(CN2C(=O)NC3(CCCCCC3)C2=O)cc1 | -13% | -1% | -24% | 5% | 0% | 1 | 7 | 3% | 12%
Cn1c(=NC(=O)c2ccc3c(c2)OCCO3)sc2cc(S(C)(=O)=O)ccc21 | i | 3% | -2% | 8%&28% | 2% | 6 | 2&5 | 15%&-6% | 15%&9%
O=C1Nc2ccccc2Oc2cc(Oc3cccc(Cl)c3)ccc21 | i | 3% | ? | 24% | -13% | . | 8 | -10% | -9%
CCC(C)(C(=O)NC1CCCCC1)N(Cc1ccco1)C(=O)CNC(=O)c1ccccc1 (stereo unspecified) | -2%[57.5 µM] | -7% | -8% | -13% | -2% | 4 | -2 | 42% | -13%
CCC1(c2ccccc2)NC(=O)N(CC(=O)Nc2ccc(S(=O)(=O)N3CC(C)CC(C)C3)cc2)C1=O (stereo unspecified) | i | -19% | -12% | -3% | 1% | -2 | 2 | -19% | ?
CN(C)c1ccc(Nc2ncnc3c2c(-c2ccccc2)cn3-c2cccc(Cl)c2)cc1 | i | . | 0% | 13%[9.22 µM] | . | . | 8 | 3% | 10%
CC(C)CCNC(=O)c1[nH]c(C(F)(F)F)nc1-c1ccccc1 | -35%[inhibitor] | 3% | -16% | 2% | -1% | 0 | 83* | -3% | -2%
CC(C)C[C@@H](CN1CCC[C@@H]1CN1C(=S)NC[C@@H]1Cc1ccccc1)N1C[C@H](Cc2ccc(O)cc2)N(CCc2ccccc2)C1=S | 6% | -6% | ? | 14% | -1% | 4 | -2 | -12% | ?
Cc1cc(C)nc(NS(=O)(=O)c2ccc(N/C=C/C(=O)c3ccc(Cl)c(Cl)c3)cc2)n1 | -17% | -6% | 15% | 8% | 0% | 28 | -1 | 7% | 7%
COc1ccc(CC2(CO)CCN(Cc3cnn(C)c3C)CC2)cc1 | ? | -6% | -2% | 0% | 14% | ? | -14 | 13% | 7%
COCc1cc(=O)n2[nH]c(SCc3ccccc3)nc2n1 | -10%[57.5 µM] | 1% | 0% | -7% | -19% | -17 | 10 | -12% | 11%
C[C@H](CO)N1C[C@H](C)[C@@H](CN(C)C(=O)Nc2ccc(F)cc2)Oc2cc(Br)ccc2S1(=O)=O | 19% | -2% | -20% | 1% | -5% | -13 | -5 | 4% | -19%
CCOc1cc(/C=C2\CCC/C(=C\c3cc(Cl)c(O)c(OCC)c3)C2=O)cc(Cl)c1O | -10% | -37%[inhibitor] | ? | -28% | -17% | -16 | -7 | 11µM* | 10µM*
CCN(CC)CCNc1nc2c(c(=O)[nH]c(=O)n2C)n1CCCc1ccccc1 | -16% | -2% | -3% | 10% | 0% | 2 | -4 | 2% | 24%
COc1cc(OC)c(C(=O)OCC(=O)N2CC(=O)Nc3ccccc32)cc1OC | -16% | 12% | ? | 13% | 15% | 6 | -14 | -11% | 19%
O=C(CNC(=O)c1ccco1)OCC(=O)c1ccc2ccccc2c1 | -5%[57.5 µM] | -12% | 9% | ? | 0% | 4 | 1 | -14% | 14%

4 entries out of the list, sorted by molecular weight, lowest first.
SMILES | PTHR1 ag | GLP-1R agonist | KB-V1 MDR tox | TDP43 rescue | aSyn yeast inh | D3 antag | D3 ag | GLP1R cytotox | GLP1R inv ag
CCN(CC)CCNc1nc2c(c(=O)[nH]c(=O)n2C)n1CCCc1ccccc1 | -16% | -2% | -3% | 10% | 0% | 2 | -4 | 2% | 24%
COc1ccc(C2C(C(=O)c3sc(C)nc3C)=C(O)C(=O)N2CCCn2ccnc2)cc1 (stereo unspecified) | -28% | -1% | -1% | -6% | -2% | -5 | 7 | 6% | 14%
Cc1cc(C)nc(NS(=O)(=O)c2ccc(N/C=C/C(=O)c3ccc(Cl)c(Cl)c3)cc2)n1 | -17% | -6% | 15% | 8% | 0% | 28 | -1 | 7% | 7%
CC(C)C[C@@H](CN1CCC[C@@H]1CN1C(=S)NC[C@@H]1Cc1ccccc1)N1C[C@H](Cc2ccc(O)cc2)N(CCc2ccccc2)C1=S | 6% | -6% | ? | 14% | -1% | 4 | -2 | -12% | ?

Further results:
SMILES | PTHR1 ag | GLP-1R agonist | KB-V1 MDR tox | TDP43 rescue | aSyn yeast inh | D3 antag | D3 ag | GLP1R cytotox | GLP1R inv ag
CC1(C)Cc2cccc(C(=O)NC3CCN(Cc4ccccc4)CC3)c2O1 | i | 5% | -15% | 5% | 2% | -77* | -10 | -28% | 10µM*
COCCSc1nnc(NC(=O)Cc2ccc(OC)cc2)s1 | -8% | 6% | -20% | 3% | -3% | 4 | 1 | 3% | 9%
Cn1c(CN2CCN(c3ccc(Cl)cc3)CC2)nc2ccccc21 | i | 11% | 18µM* | -5% | 11% | -20 | -17 | 1% | -5%
COc1ccccc1NC(=O)c1cc(N)cc(C(=O)Nc2ccccc2OC)c1 | i | 2% | -2% | 10% | 3% | 22 | -1 | -4% | 2%
Cc1ccc(S(=O)(=O)NNC(=O)Nc2cccc(F)c2)c(C)c1 | -17% | -4% | 3% | -17% | 5% | -19 | 1 | -10% | ?
O=C(Cc1c(Cl)cccc1Cl)N/N=C/c1cccnc1 | -10% | 7% | 6% | -2% | 0% | 0 | -17 | 0% | 37%[activator]
COc1ccc(/C=N/NC(=O)c2ccncc2)cc1Cn1nc([N+](=O)[O-])c(Br)c1C | i | 2% | 0% | -2% | -6% | 5 | -6 | -28% | ?
S=c1[nH]c(-c2ccccc2)cn1/N=C/c1cccnc1 | ? | -3% | -12% | -6% | -5% | -28 | -5 | -4% | 6%
Fc1ccc(-c2nn(-c3ccc(Cl)cc3)c3c2cnc2ccc(F)cc23)cc1 | i | . | 4% | 0% | . | . | 3 | -1% | 10%
COc1ccc(S(=O)(=O)n2nc(OC(=O)c3cccs3)cc2N)cc1 | i | -9% | 21% | 16% | 2% | -27 | -10 | -17% | -3%
COc1ccc(/C=C/c2nc(C#N)c(NCc3ccc(F)cc3)o2)cc1OC | i | . | . | 4% | . | . | -16 | 34%[activator] | -13%
COc1ccc(NC(=S)NCc2ccc3c(c2)cc(C)n3C)cc1 | -12% | 0% | -13% | 12% | -1% | ? | -5 | 3% | -21%
CCCCNC(=O)C1C2C=CC3(CN(Cc4ccc(C)cc4)C(=O)C13)O2 (stereo unspecified) | 8%[57.5 µM] | -14% | 3% | 6% | 0% | -3 | 4 | 16% | 6%
CCN1CCN(C(=O)C2CC(c3ccc(F)cc3)=NO2)CC1 (stereo unspecified) | -10% | 2% | -1% | 8% | -3% | -8 | 0 | 7% | -10%
COc1ccc(S(=O)(=O)N(Cc2nc(-c3ccc(Cl)cc3)no2)C2CCCCC2)cc1 | 2% | . | . | -12% | . | . | -17 | 29% | ?
CCOC(=O)C1CCCN(C(=O)c2cn(CC)c3ccc(S(=O)(=O)N(C)C)cc3c2=O)C1 (stereo unspecified) | i | 4% | 0% | 15% | 0% | 18 | 3 | -14% | -5%
N#CCSc1nc2c(cc1C#N)CCCC2 | i | 26% | ? | ? | 4% | 8 | 3 | 9% | 130%[activator]
O=C(COC(=O)COc1ccc(Cl)cc1)Nc1ccc(F)c([N+](=O)[O-])c1 | -21% | -9% | -15% | -4% | -23% | 10 | 3 | -8% | 3%
COc1ccc(C=NNc2nc3c([nH]2)c(=O)n(C)c(=O)n3C)cc1 | i | 7% | 21% | -4% | 0% | 20 | 6 | -2% | 46%[activator]
Cc1cc(C)c2c(CN3CCN(c4ccccc4)CC3)cc(=O)oc2c1 | i | 0% | 12% | 18% | 4% | -3 | 0 | 1% | 10%
N#Cc1nc(-c2cccs2)oc1N1CCOCC1 | -7%[57.5 µM] | 12% | -4% | 6% | -8% | 12 | 11 | -11% | 67%[activator]
Cc1ccc(C)n1-c1cc([N+](=O)[O-])ccc1-n1ccnc1 | i | 9% | -12% | -2% | -5% | -4 | 3 | -8% | 24%
CCOCc1c(C(=O)NC2=Nc3ccccc3NC(CC)=C2C(=O)OCC)oc2ccccc12 | -7% | 7% | ? | -9%[9.22 µM] | 9% | 104 | 12 | -17% | ?
O=C(Nc1ccc(Cn2ccnc2)cc1)c1cccc(C(F)(F)F)c1 | -8% | 6% | -2% | 21% | -8% | 6 | -8 | -26% | -17%
Cc1ccc2c(c1)C(=O)C(=O)N2CCCOc1ccccc1 | i | 10% | -3% | 28% | -2% | -50* | -7 | -9% | ?
